Source: PubChem BioAssay (several laboratories)
CHT PAM: allosterically activates the human high affinity choline transporter. Q9GZV3. B-score at 10 µM. CHT-expressing cells, membrane potential dye, choline EC20; stronger effect = higher value; LV-AA mutant CHT in HEK293 cells. 0.49% of 310,000 active;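 active = initial fluorescence not abnormally high and integrated response B-score, plate-corrected, over 3 SD above library mean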
Target sequence (Q9GZV3 whole entry, looked up): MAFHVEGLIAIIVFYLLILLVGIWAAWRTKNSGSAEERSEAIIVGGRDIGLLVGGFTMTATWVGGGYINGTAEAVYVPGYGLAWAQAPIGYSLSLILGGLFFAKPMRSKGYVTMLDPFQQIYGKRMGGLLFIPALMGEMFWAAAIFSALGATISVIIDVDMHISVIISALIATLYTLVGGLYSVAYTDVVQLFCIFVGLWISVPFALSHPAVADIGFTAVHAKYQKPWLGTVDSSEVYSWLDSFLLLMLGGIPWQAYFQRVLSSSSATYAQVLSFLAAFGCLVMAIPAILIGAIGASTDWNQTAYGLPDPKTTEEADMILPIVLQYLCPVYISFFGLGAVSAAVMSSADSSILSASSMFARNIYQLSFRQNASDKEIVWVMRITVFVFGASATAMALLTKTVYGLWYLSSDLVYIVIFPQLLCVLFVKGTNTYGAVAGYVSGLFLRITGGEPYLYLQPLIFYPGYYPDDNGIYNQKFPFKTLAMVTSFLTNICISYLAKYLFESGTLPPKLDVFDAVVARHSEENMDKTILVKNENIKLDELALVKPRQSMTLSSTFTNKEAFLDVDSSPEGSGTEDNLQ
OX1R antag: blocks the human orexin 1 receptor | O43613 | CHO/OX1R cells, Fluo-8 calcium fluorescence, orexin A | inhibition, % at 5 µM | 0.43% of 330,000 active;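 active = inhibition above its plate's threshold, mean inhibition of all tested compounds on the plate plus 3 SD, cut at about 37% in these data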;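 note: 0% = orexin A challenge wells and 100% = SB-334867-A antagonist wells; not every result past the cut was called active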
Target sequence (O43613 whole entry, looked up): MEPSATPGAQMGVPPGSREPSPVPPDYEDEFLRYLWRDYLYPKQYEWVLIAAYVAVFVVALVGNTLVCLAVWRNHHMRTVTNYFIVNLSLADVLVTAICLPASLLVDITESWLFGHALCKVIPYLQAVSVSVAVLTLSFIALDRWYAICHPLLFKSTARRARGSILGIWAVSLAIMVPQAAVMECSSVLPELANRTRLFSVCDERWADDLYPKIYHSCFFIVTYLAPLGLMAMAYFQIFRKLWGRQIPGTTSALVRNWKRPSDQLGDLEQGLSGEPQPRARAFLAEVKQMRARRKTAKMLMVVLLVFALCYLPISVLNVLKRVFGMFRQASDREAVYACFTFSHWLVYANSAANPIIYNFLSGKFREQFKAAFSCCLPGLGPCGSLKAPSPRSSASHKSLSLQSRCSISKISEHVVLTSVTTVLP
An asterisk follows results filed as active; i = inactive; / = no result given. A portion of the library; count on the stated rates, not on these rows.

Results follow in this order: CHT PAM | OX1R antag
> CCC(CO)(C(=O)OC1C[N+]2(C)CCC1CC2)c1ccccc1 (stereo not given)
 : i | -9.5
> CN1CC(C(=O)c2ccc(Cl)cc2)C(c2ccccc2F)C1 (stereo not given)
 : i | -18.2
> CCOC(=O)/C(=N\Nc1ccccc1)N1CC1
 : i | -8.7
> CCc1ccc(C2=NN(CCC(=O)N3CCC4(CC3)OCCO4)C(=O)CC2)cc1
 : i | -11.7
> CNCCCc1ccccc1
 : i | -2.8
> CCOP(=O)(OCC)OCC
 : / | -12.9
> O=C(C1CCCN(c2nnc(-n3cccc3)s2)C1)N1CCC2(CC1)OCCO2 (stereo not given)
 : i | -12.5
> CC(=O)OC1N=C(c2ccccc2)c2cc(C)ccc2NC1=O (stereo not given)
 : i | -22.5
> COC(=O)C1=C(c2cc3ccccc3o2)C[C@@H]2CC[C@H]1N2C(=O)NCc1ccco1
 : i | -32.3
> CC1CN(CC(=O)c2ccccc2Cl)CC(C)O1 (stereo not given)
 : i | -33.2
> c1ccc(CNCCc2c[nH]c3ccccc23)cc1
 : i | -11.0
> C1=C(c2ccccc2)CCNC1
 : i | -12.8
> COc1ccc(CC2C(=O)N(C)C(=O)N(C)C2=O)c(OC)c1
 : i | -13.2
> C1CCC2S[C@H]3CCCCC3NC2C1 (stereo not given in full)
 : i | -12.4
> CCC(=NCC1CCCO1)c1c(O)n(-c2ccc(Cl)cc2)c(=O)[nH]c1=O (stereo not given)
 : i | -20.8
> CN1CCN(c2ncnc3c2cnn3C)CC1
 : i | -2.8
> COC(=O)C1=C(c2ccc(Cl)c(C(F)(F)F)c2)C[C@@H]2CC[C@H]1N2C
 : / | -9.8
> N#CC(C#N)=Cc1ccc(N2CCOCC2)cc1
 : i | 4.8
> CCCC1C(C#N)=C(N)Oc2c1c(=O)oc1ccccc21 (stereo not given)
 : i | -5.9
> COc1cc(C(CN)CC(=O)O)ccc1O (stereo not given)
 : i | -9.2
> Cc1ccc2c(c1)CC1(CN2C)C(=O)NC(=O)N(CCC2=CCCCC2)C1=O (stereo not given)
 : i | -28.4
> Cc1cc(C(=O)CN2CCCC2)c(C)n1-c1ccc(F)cc1
 : i | -16.6
> CCCC(C)C1(CC)C(=O)NC(=Nc2ccc(F)cc2)NC1=O (stereo not given)
 : i | -14.0
> O=[N+]([O-])c1ccccc1Cl
 : / | -31.1
> COC1C(OC(=O)c2ccc(C)[nH]2)C(O)C(Oc2ccc3c(O)c(NC(=O)c4ccc(O)c(CC=C(C)C)c4)c(=O)oc3c2Cl)OC1(C)C (stereo not given)
 : i | 35.8
> O=P(Oc1ccccc1)(Oc1ccccc1)C(O)c1ccc(Cl)cc1 (stereo not given)
 : i | -21.4
> CCCCn1c(O)c(C=NCc2ccc3c(c2)OCO3)c(=O)[nH]c1=O
 : i | -45.5
> CC(C(=O)N1CCC2(CC1)OCCO2)C1Sc2ccccc2NC1=O (stereo not given)
 : i | -0.1
> COC(=O)C1=C(c2ccccc2OCc2ccccc2)C[C@@H]2CC[C@H]1N2C(=O)NC1CCN(Cc2ccccc2)CC1
 : / | 15.7
> c1ccc2sc(C3CCNCC3)nc2c1
 : i | /
> O=c1[nH]c(=S)n(Cc2ccc(F)cc2)c(O)c1C=NCC1CCCO1 (stereo not given)
 : i | -29.6
> CN1C(=O)C(=Cc2cn(CC(=O)N3CCCC3)c3ccccc23)C(=O)N(C)C1=O
 : i | -6.9
> Cc1cc(OC(=O)CCCNC(=O)OC(C)(C)C)c2c3c(c(=O)oc2c1)CCC3
 : i | -20.1
> Fc1ccc(CCNCc2ccc(Cl)c(Cl)c2)cc1
 : i | -19.7
> Cc1cccc(CN2CCCC(C(=O)c3ccc4c(c3)OCO4)C2)n1 (stereo not given)
 : i | -24.9
> COc1ccc(-n2nc(C(=O)NCC(=O)N3CCC4(CC3)OCCO4)c3ccccc3c2=O)c(OC)c1
 : i | -42.8
> Oc1cc(O)cc(/C=C/c2ccc(O)cc2O)c1
 : / | 9.0
> CCOc1cccc(CNC2CN3CCC2CC3)c1 (stereo not given)
 : i | -5.6
> CCC(C)N=Cc1c(O)n(-c2ccccc2)c(=O)[nH]c1=O (stereo not given)
 : i | -7.1
> O=C1NC(=O)C(=Cc2cc(Cl)ccc2OCc2ccc(C(=O)O)cc2)C(=O)N1
 : i | 5.1

Some of these compounds in order of SMILES length, largest number first.
Results follow in this order: CHT PAM | OX1R antag
> CN1C(=O)C(=Cc2cn(CC(=O)N3CCCC3)c3ccccc23)C(=O)N(C)C1=O
 : i | -6.9
> Cc1cccc(CN2CCCC(C(=O)c3ccc4c(c3)OCO4)C2)n1 (stereo not given)
 : i | -24.9
> CCC(C)N=Cc1c(O)n(-c2ccccc2)c(=O)[nH]c1=O (stereo not given)
 : i | -7.1
> Oc1cc(O)cc(/C=C/c2ccc(O)cc2O)c1
 : / | 9.0

The list continues.
Results follow in this order: CHT PAM | OX1R antag
> O=C1NC(=O)C(CCc2ccncc2)(Cc2cccc(Cl)c2Cl)C(=O)N1c1ccc(Br)cc1 (stereo not given)
 : i | -52.7
> c1ccc2c(CCNC3CCCCC3)c[nH]c2c1
 : i | -16.6
> Cc1nn(-c2ccccc2)c2c1C(c1ccc3c(c1)OCO3)SCC(=O)N2 (stereo not given)
 : i | 2.2
> O=C(Cc1ccccc1)OCCN1CCOCC1
 : i | -5.9
> COc1ccc(C(=O)C(Cc2ccccc2)N(C)C)cc1 (stereo not given)
 : i | -4.8
> COc1ccc(OC)c(C(O)C2CCCCN2)c1 (stereo not given)
 : i | -15.1
> COc1cccc(CN2CCN(Cc3cccc(F)c3)CC2)c1
 : i | -23.1
> Cc1ccc2c(c1)CC1(CN2C)C(=O)NC(=O)N(CCc2ccccc2)C1=O (stereo not given)
 : i | -26.5
> CCCCOc1ccc(C(C)=O)cc1Cc1c(O)[nH]c(=S)[nH]c1=O
 : i | -11.3
> CCCC/C(=N/O)c1c(C)[nH]c2ccccc12
 : i | -14.8
> OC(c1ccccc1)(c1ccccc1)C1CCCN1 (stereo not given)
 : i | -6.1
> Cc1ccc(C(O)(C(=O)NNC(=O)CN2CCN(C)CC2)c2ccc(C)cc2)cc1
 : i | -11.3
> O=P1(NCCCl)OCCCN1CCCl (stereo not given)
 : i | -5.8
> CN(C)c1ccc(/C=C2\C(=O)NC(=O)N(Cc3ccc(F)cc3)C2=O)cc1
 : i | 4.7
> O=c1[nH]c(=O)n(Cc2ccccc2)c(O)c1C=NCCN1CCOCC1
 : i | 3.2
> COc1ccc(NC(=O)[C@@H](NC(=O)N2C[C@H]3C[C@@H](C2)c2cccc(=O)n2C3)C(C)C)cc1
 : i | -11.7
> Cn1ncc(Cl)c1C(=O)N1CCC2(CC1)OCCO2
 : i | -11.3
> O=C(O)c1ccc(-[n+]2c(-c3ccccc3)cc(-c3ccccc3)cc2-c2ccccc2)cc1
 : i | 2.7
> COC(=O)C(O)(c1c[nH]c2ccccc12)C(F)(F)F (stereo not given)
 : i | -0.5
> Cn1c(=O)cc(SCC(=O)N2CCC3(CC2)OCCO3)c2ccc(Cl)cc21
 : i | -13.0

Reprinted at random: 4 entries already listed, in no set order.
Results follow in this order: CHT PAM | OX1R antag
> O=C(O)c1ccc(-[n+]2c(-c3ccccc3)cc(-c3ccccc3)cc2-c2ccccc2)cc1
 : i | 2.7
> COc1ccc(NC(=O)[C@@H](NC(=O)N2C[C@H]3C[C@@H](C2)c2cccc(=O)n2C3)C(C)C)cc1
 : i | -11.7
> Cn1ncc(Cl)c1C(=O)N1CCC2(CC1)OCCO2
 : i | -11.3
> O=c1[nH]c(=O)n(Cc2ccccc2)c(O)c1C=NCCN1CCOCC1
 : i | 3.2

Following part.
Results follow in this order: CHT PAM | OX1R antag
> COc1ccccc1N1CCN(Cc2ccccc2)CC1
 : i | -20.3
> O=C(O)C(O)(c1ccccc1)C1CCCC1 (stereo not given)
 : i | -3.9
> CC[n+]1c(/C=C/C=C/c2ccc(N(C)C)cc2)sc2ccccc21
 : i | 42.4
> O=C(O)C1C2CCC(O2)C1C(=O)NC1CCCCC1 (stereo not given)
 : i | -12.1
> CN1CCN(c2ccc([N+](=O)[O-])c(NCc3ccco3)c2)CC1
 : i | -1.4
> C[C@H]1CCC[C@H](O)CCCCCc2cc(O)cc(O)c2C(=O)O1
 : i | -13.6
> CN1CCC(N(C)c2ccc(C(N)=O)cc2[N+](=O)[O-])CC1
 : i | 3.8
> NN=C(N)N
 : i | 6.3
> COc1ccc(NC(=O)c2c(C)nn(Cc3ccccc3Cl)c2Cl)cc1Cl
 : i | -16.2
> COCCCNC(=O)c1c(NC(=O)c2ccco2)n(Cc2ccccc2)c2nc3ccccc3nc12
 : i | -15.3
> Cc1ccc(-n2c(/C=C/c3ccc4c(c3)OCO4)nc3ccccc3c2=O)cc1
 : i | -38.5
> NC(N)=Nc1ccc2[nH]c3c(c2c1)C[C@@]1(O)[C@H]2Cc4ccc(O)c5c4[C@@]1(CCN2CC1CC1)C3O5 (stereo not given in full)
 : / | -2.0
> CCOC(=O)C(O)(c1cn(C)c2ccccc12)C(F)(F)F (stereo not given)
 : i | 0.9
> CCC(C)N1C(=O)/C(=C\c2cnc(N(C)C)nc2)C(=O)NC1=S (stereo not given)
 : i | -17.7
> CC1CCCCN1CC(=O)c1ccc2cc[nH]c2c1 (stereo not given)
 : i | 3.2
> COc1ccc(C2CN(C)CC2C(=O)c2ccc(F)cc2)cc1Cl (stereo not given)
 : i | -14.6
> CCOC(=O)C1=C(N)Oc2c(c(=O)oc3ccccc23)C12C(=O)N(C)c1ccccc12 (stereo not given)
 : i | -11.8
> FC(F)(F)c1cccc(C2NCc3ccccc3-n3cccc32)c1 (stereo not given)
 : i | -29.5
> Cc1ccc(NC(=O)c2cc(-c3ccccc3)n(CCCN3CCOCC3)c2C)cc1
 : i | -35.0
> O=c1[nH]c(=S)n(-c2ccccc2)c(O)c1C=NCCN1CCNCC1
 : i | /
> Cc1sc2c(c1C)C(c1cccs1)=NCC(=O)N2CC(=O)NCc1cccs1
 : i | 31.8
> O=C1NC(=O)N(Cc2ccco2)C(=O)/C1=C\c1cccn1CCOc1ccccc1
 : i | -6.6
> CCOc1cc2c(cc1OCC)-n1cccc1C(c1ccc(C)cc1C)NC2 (stereo not given)
 : i | -35.1
> CCc1nc2ccccc2c(=O)n1-c1ccccc1[N+](=O)[O-]
 : i | -14.4
> CC(C)N1CCN(Cc2cccc([N+](=O)[O-])c2)CC1
 : i | -10.7
> Cc1ccc(N2C(=O)/C(=C/N3CCN(C(=O)c4ccco4)CC3)C(=O)NC2=S)cc1C
 : i | -1.1
> O=c1[nH]c(=O)n(-c2cccc3ccccc23)c(O)c1C=NCc1ccc2c(c1)OCO2
 : i | -18.9
> COc1ccc(CNCCc2ccc(Cl)cc2)c(OC)c1OC
 : i | -17.5
> CCN1C(=O)C(=C2C=C(C)N(Cc3ccco3)C(C)=C2)C(=O)N(CC)C1=S
 : i | -20.7
> COc1ccc(NC(=O)c2cc([N+](=O)[O-])ccc2N2CCNCC2)cc1
 : i | -3.0
> Cn1c(O)c(C=NCCCNC2CCCCC2)c(=O)n(C)c1=O
 : i | -7.8
> O=C(O)CC[N+](=O)[O-]
 : i | -12.4
> CCOc1c(Cl)cc(CNCCc2c[nH]c3ccccc23)cc1OC
 : i | -6.6
> CCOC(=O)c1nc2ccccc2c(=O)n1-c1ccc(C)cc1C
 : i | -15.9
> C(#CCN1CCOCC1)COC/C=C/c1ccccc1
 : i | -9.7
> CCCCn1c(NC(=O)c2ccco2)c(C(=O)OCC)c2nc3ccccc3nc21
 : i | -13.1
> CCOC(=O)c1ccc(NC(=O)N2CC3CC(C2)c2cccc(=O)n2C3)cc1 (stereo not given)
 : i | -9.1
> O=C1OCCN1P(=O)(c1ccccc1)c1ccccc1
 : i | 2.2
> CC(C(O)c1ccccc1)N(C)CCn1cnc2c1c(=O)n(C)c(=O)n2C (stereo not given)
 : i | -4.7
> C[C@]12CCC(=O)C=C1CCC1C2CC[C@@]2(C)C1CC[C@]2(C)O (stereo not given in full)
 : / | -5.9
> O=C1C2C3CCC(O3)C2C(=O)N1c1cccc(F)c1 (stereo not given)
 : i | -4.2
> CN(C)c1ccc(/C=C2\C(=O)NC(=O)N(CCc3ccc(F)cc3)C2=O)cc1
 : i | 2.1
> CN1C(=O)C(Cc2nc3ccccc3c(=O)n2-c2ccccc2)c2ccccc21 (stereo not given)
 : i | -42.3
> CC(=NCCCN1CCOCC1)c1c(O)n(Cc2ccccc2)c(=O)[nH]c1=O
 : i | -10.0
> COc1ccc(CN2C(=O)CC(=O)NC2=S)cc1
 : i | -1.3
> Nc1c(C(=O)OC2CCCCC2)c2nc3ccccc3nc2n1CC1CCCO1 (stereo not given)
 : i | -28.8
> COc1ccc(CCn2c(O)c(C=Nc3ccc(NC(C)=O)cc3)c(=O)[nH]c2=O)cc1OC
 : i | -19.6
> N=C(N)c1c(O)n(C2CCCCC2)c(=O)n(C2CCCCC2)c1=O
 : i | 25.9
> CC12CC[C@H]3[C@@H](CCC4(O)C[C@H](O)CCC34/C=N/NC(=O)c3ccccc3[N+](=O)[O-])C1(O)CCC2C1=CC(=O)OC1 (stereo not given in full)
 : i | -0.5
> COc1ccccc1NC1=NCCS1
 : i | -14.1

New compounds follow
Results follow in this order: CHT PAM | OX1R antag
> COc1ccc(C=O)cc1O
 : i | -1.9
> CC(Cc1ccccc1Sc1ccc(O)cc1)N(C)C (stereo not given)
 : i | -31.0
> CSc1nnc([C@@H](N)Cc2ccccc2)o1
 : i | -8.4
> COC(=O)C1=C(c2ccc(OC)c(OC)c2)C[C@@H]2CC[C@H]1N2C(=O)NCCO
 : / | -0.4
> CCOC(=O)C(O)(c1ccc(N)c(OC)c1)C(F)(F)F (stereo not given)
 : i | -12.1
> O=c1c2ccccc2nc(-c2ccco2)n1-c1cccnc1
 : i | -8.7
> CN1CCc2nc3sc(C(=O)NC(C)(C)C)c(N)c3cc2C1
 : i | -28.2
> Cc1nc2ccccc2c(=O)n1-c1cccc(O)c1
 : i | 9.7
> CC(=NCc1ccco1)c1c(O)n(-c2ccc(Cl)cc2)c(=O)[nH]c1=O
 : i | -20.5
> Cn1c(O)c(C=NCCN2CCNCC2)c(=O)[nH]c1=O
 : i | -21.7
